# KOR beta-arrestin-1: KOR antagonists, beta-arrestin recruitment, cell-based, luminescence, uHTS (AID 1778). 290,000 compounds, 0.091% hits. KOR beta-arrestin recruitment, luminescence, antagonist mode; higher % means a stronger effect. Kappa-type opioid receptor (Homo sapiens). one-dose inhibition, % at 10 µM; IC50 in µM for titrated hits; in the data active = inhibition above about 50%; also: strong numbers were not always called active
# HIV peptide binding: inhibitors of HIV fusion peptide binding, primary screen, biochemical, uHTS, fluorescence dequenching (AID 1986); one-dose inhibition, % at 20 µM; IC50 in µM for titrated hits; cell-free peptide binding, fluorescence dequenching, 30 min; higher % means a stronger effect; 290,000 compounds, 0.3% hits; in the data active = inhibition mostly above about 52%, no sharp cut-off; inactive = mostly below about 76%; also: some results filed as inactive read as strong as hits
# Dengue-2 NS5 capping: Dengue-2 NS5 methyltransferase inhibitors, primary screen, biochemical, confirmation dose response (AID 588689); Dengue-2 NS5 methyltransferase capping enzyme assay, biochemical; higher % means a stronger effect; inhibition, % at 25 µM, or IC50 in µM where a hit was titrated; 340,000 compounds, 0.3% hits; in the data active = a potency from the dose series; inconclusive = inhibition above about 29% without an active follow-up result
# West Nile antiviral: West Nile virus antiviral activity, cell-based, CPE readout (AID 1621); West Nile virus-infected cells, CPE inhibition; higher % means a stronger effect; CPE inhibition, % at 10 µM; hits with a dose series show IC50 in µM; 290,000 compounds, 0.02% hits; in the data active = a potency from the dose series; inconclusive = CPE inhibition mostly from about 3.7% at the one dose, without a potency; inactive = the rest, 99 in 100 with CPE inhibition below about 2.2%; also: strong numbers were not always called active
# GPR55 activation: GPR55 agonists via beta-arrestin recruitment, primary screen, imaging, U2OS cells, beta-arrestin-GFP redistribution (AID 1961) | U2OS GPR55 beta-arrestin-GFP redistribution imaging; higher % means a stronger effect | one-dose activation, % at 10 µM; EC50 in µM for titrated hits | 290,000 compounds, 0.048% hits;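 active = activation above 40% with more than 50 cells counted in the well; inconclusive = wells holding fewer than 50 cells, flagged as toxic or sparse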;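 also: U2OS osteosarcoma cells stably expressing GPR55 and beta-arrestin-GFP; plate controls were DMSO negative control for no effect and LPI positive control for full effect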
# GPR35 antagonists: GPR35 antagonists blocking zaprinast-driven arrestin recruitment, primary screen, imaging, U2OS, beta-arrestin-GFP, zaprinast agonist (AID 2058); G-protein coupled receptor 35 (Homo sapiens); U2OS GPR35 beta-arrestin-GFP translocation imaging, zaprinast antagonism; higher % means a stronger effect; inhibition, % at 10 µM; hits with a dose series show IC50 in µM; 290,000 compounds, 0.052% hits;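 active = inhibition of at least 50% with at least 30 cells and total cytoplasm GFP at most 10,000,000; inconclusive = under 30 cells or total GFP of 10,000,000 plus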
# GPR55 antagonists: GPR55 antagonists blocking LPI-driven arrestin recruitment, primary screen, imaging, U2OS, beta-arrestin-GFP, LPI agonist (AID 2013); 290,000 compounds, 0.13% hits; one-dose inhibition, % at 10 µM; IC50 in µM for titrated hits; G-protein coupled receptor 55 (Homo sapiens); U2OS GPR55 beta-arrestin-GFP translocation imaging, LPI antagonism; higher % means a stronger effect;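 active = spots per cell inhibited over 60%, with over 100 cells counted and total cytoplasm intensity under 500,000; inconclusive = wells with under 100 cells, flagged as likely toxic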;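 also: U2OS cells stably carrying GPR55 and arrestin-GFP stimulated by 5 µM LPI near EC80; imaged beta-arrestin-GFP aggregate spots per cell after agonist stimulation; plate controls were LPI-stimulated DMSO wells for no effect and DMSO wells without LPI for full effect; some results filed as inactive read as strong as hits; confirmed hits need IC50 under 10 µM and bright autofluorescent wells are also inconclusive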
# KOR beta-arrestin-2: KOR agonists, beta-arrestin recruitment, primary screen, cell-based, luminescence, uHTS (AID 1777); Kappa-type opioid receptor (Homo sapiens); KOR beta-arrestin recruitment, luminescence; higher % means a stronger effect; activation, % at 10 µM, or EC50 in µM where a hit was titrated; 280,000 compounds, 0.02% hits; in the data active = activation above about 50%, passing the limit was not always enough; also: a part of the inactive calls stands beside numbers as strong as those of hits
# NOD1 inhibition: NOD1 signaling inhibitors, primary screen, cell-based, luminescence, uHTS (AID 1578); NOD1-driven NF-kB luciferase reporter cells, luminescence; higher % means a stronger effect; one-dose inhibition, % at 4 µM; EC50 in µM for titrated hits; 290,000 compounds, 1% hits; in the data active = inhibition mostly above about 36%, no sharp cut-off; inactive = mostly below about 34%;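 also: HEK-293T reporter cells stimulated with the NOD1 agonist gamma-tri-DAP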
# Dengue-2 NS5 capping pilot replicate: recorded beside Dengue-2 NS5 capping, whose call it bears; inhibition, %; measured here: pilot screen replicate inhibition
# * hit, by the source's call; ? = inconclusive; · = no result given; [ ] = dose if it differs, or a comment. Only part of the results is shown (hit frequency here may not be typical).
SMILES,KOR beta-arrestin-1,HIV peptide binding,Dengue-2 NS5 capping,West Nile antiviral,GPR55 activation,GPR35 antagonists,GPR55 antagonists,KOR beta-arrestin-2,NOD1 inhibition,others
Cc1ccc2c(c1)CCCN2C(=O)C1CCCO1 (centres undefined),18%,-0.3%,-2%,-0.5%,-0.2%,-9%,-3%,-2.7%,-14%,
O=C(CSc1nc(N2CCCCC2)nc(N2CCCCC2)n1)N1CCN(c2ccccc2)CC1,9%,2.0%,-3%,-0.6%,-0.2%,8%,22%,-2.0%,11%,
CC1(OC(=O)C2CCCC2)C(=O)C=C2C=C(c3ccsc3)N(C3CC3)C=C2C1=O (centres undefined),26%,5.1%,28%,0.4%,0.4%,-1%,1%,2.2%,3%,
COc1ccc(-n2cnc3cc(NCc4ccccn4)ccc32)cc1,-10%,-6.2%,0%,0.1%,-0.2%,3%,14%,-1.3%,8%,
CCOc1nc(NC2CCCC2)nc(N2CCC(C)CC2)n1,0%[20 µM],0.0%,-4%,-1.8%,-0.1%,4%,-26%,-3.8%,-26%,Dengue-2 NS5 capping pilot replicate=-6.1
CCc1ccc(C(=O)COC(=O)C(CCSC)NC(=O)C23CC4CC(CC(C4)C2)C3)cc1 (centres undefined),-1%,-1.5%,0%,0.0%,0.2%,-14%,2%,4.0%,-3%,
O=C(Nc1ccccn1)c1ccc([N+](=O)[O-])o1,14%,1.7%,-6%,?,-0.3%,0%,12%,5.7%,2%,
C=CCn1c(-c2ccccc2)nc(=S)c2c1CCCC2,-1%,-0.7%,-15%,-0.3%,-0.1%,7%,5%,-1.3%,-3%,
CCOc1ccccc1OCCCC(=O)N(C)CC(=O)Nc1cc(C)ccc1C,-18%,0.5%,5%,-1.0%,-0.2%,-6%,3%,1.1%,-37%,
Cc1ccc2c(c1)N(C(=O)CCC(=O)NCCCN1CC(C)CC(C)C1)CCO2 (centres undefined),1%[20 µM],-0.8%,-3%,-0.7%,1.2%,-3%,4%,-4.3%,-16%,
O=C(O)c1cc2c(o1)CCC/C2=N\O,-4%,-3.3%,-4%,0.4%,-0.1%,-1%,4%,-0.6%,2%,
CC(=O)c1cccc(NC(=O)COC(=O)C2=COCCO2)c1,13%,2.0%,-8%,0.7%,-0.4%,15%,0%,-7.6%,-16%,
O=C(NCc1csc(-c2cccs2)n1)Nc1cccc(Cl)c1,-17%,-1.0%,-1%,-0.1%,-0.1%,12%,-22%,6.8%,2%,
CCN(CC(=O)NCc1cccs1)C(=O)CCc1c[nH]c2ccccc12,-11%,-0.7%,-2%,-0.8%,-0.2%,-5%,0%,1.8%,-28%,
Cc1ccc(S(=O)(=O)Oc2ccc(/C=C(/NC(=O)c3ccccc3)C(=O)Nc3ccccc3)cc2)cc1,0%,-2.0%,-3%,0.3%,0.0%,5%,8%,-0.7%,2%,
Nc1nnc(SCC(=O)Nc2ccc(S(=O)(=O)N3CCOCC3)cc2)s1,10%,-1.4%,-7%,0.1%,-0.1%,0%,-10%,-5.1%,1%,
COc1ccc(NC(=O)NCCCCc2ccccc2)cc1,28%,-1.2%,-13%,-0.6%,-0.1%,5%,-6%,-0.6%,-2%,
Cc1cccc(N2CC(C(=O)Nc3nnc(SCCN4CCOCC4)s3)CC2=O)c1 (centres undefined),-7%,14%,7%,-0.3%,-0.1%,-4%,22%,8.3%,-22%,
COc1cc(CN2CCCC(C(=O)c3ccc4c5c(cccc35)CC4)C2)cc(OC)c1O (centres undefined),-23%,7.8%,98µM*,-1.2%,2.1%,24%,7%,0.9%,-10%,
O=C(Nc1ccc2c(c1)OCO2)c1noc2c1CCCCC2,-19%,-1.1%,-8%,-0.1%,-0.1%,16%,8%,2.8%,-92%,
O=c1[nH]ncc(N/N=C\c2ccncc2)c1Cl,4%,0.6%,-4%,1.0%,-0.2%,10%,-9%,-6.1%,-25%,
COc1ccc(Cn2c(/C=C/c3ccccc3)nc3ccccc32)cc1,-1%,-0.3%,-16%,-1.0%,0.2%,4%,7%,5.7%,-66%,Dengue-2 NS5 capping pilot replicate=3.8
Cc1nc([N+](=O)[O-])cn1Cc1cccc([N+](=O)[O-])c1,6%[20 µM],0.5%,-1%,-0.4%,0.4%,-7%,9%,-2.6%,-19%,
CS(=O)(=O)Nc1ccc(C(=O)CC(=O)Nc2ccc([N+](=O)[O-])cc2)cc1,16%[20 µM],0.3%,6%,-0.8%,0.7%,2%,6%,-10%,-22%,
Cn1c(=O)[nH]c(=O)c2c1nc(NCc1ccccc1)n2CC(O)c1ccccc1 (centres undefined),-8%,-3.8%,-1%,0.0%,0.6%,0%,22%,0.7%,8%,

# Continued, starting with the last 3 of the part before.
SMILES,KOR beta-arrestin-1,HIV peptide binding,Dengue-2 NS5 capping,West Nile antiviral,GPR55 activation,GPR35 antagonists,GPR55 antagonists,KOR beta-arrestin-2,NOD1 inhibition,others
Cc1nc([N+](=O)[O-])cn1Cc1cccc([N+](=O)[O-])c1,6%[20 µM],0.5%,-1%,-0.4%,0.4%,-7%,9%,-2.6%,-19%,
CS(=O)(=O)Nc1ccc(C(=O)CC(=O)Nc2ccc([N+](=O)[O-])cc2)cc1,16%[20 µM],0.3%,6%,-0.8%,0.7%,2%,6%,-10%,-22%,
Cn1c(=O)[nH]c(=O)c2c1nc(NCc1ccccc1)n2CC(O)c1ccccc1 (centres undefined),-8%,-3.8%,-1%,0.0%,0.6%,0%,22%,0.7%,8%,
COc1ccc(NC(=O)c2cccc(N3C(=O)C4C5C=CC(C6CC56)C4C3=O)c2)cc1 (centres undefined),-44%,0.7%,-5%,-0.8%,-0.1%,-8%,13%,7.5%,-11%,
Cc1cc(C(=O)Nc2ccccc2C(=O)O)ccc1NC(=O)COc1ccccc1Cl,-1%,66%,12%,-0.4%,0.0%,-19%,3%,7.6%,·,
COCCCN1C(=O)c2ccc(C(=O)Nc3ccc(OC)cc3OC)cc2C1=O,21%,-0.2%,-7%,-0.1%,-0.3%,7%,5%,-1.3%,-2%,
Cc1nnc(SCc2ccc(C(=O)c3ccc(Cl)cc3)o2)n1-c1ccccc1,-3%,4.9%,1%,-1.1%,0.8%,-13%,6%,11%,-22%,
C/C(=N\NC(=O)CN1CCN(S(=O)(=O)c2ccc(C)cc2)CC1)c1cccnc1,-10%,-0.3%,7%,-0.1%,0.7%,-10%,6%,-4.1%,5%,
Cc1cc(=O)[nH]c(SCc2cccc3ccccc23)n1,-3%,1.8%,-8%,-1.3%,0.6%,8%,6%,-1.9%,-1%,
CC(C)=Cc1c(O)nc2ccccn2c1=O,-7%[20 µM],-1.1%,1%,0.7%,-0.1%,18%,12%,·,15%,
O=C(Nc1ccccc1C(=O)Nc1ccccn1)c1cccc([N+](=O)[O-])c1,-12%,0.8%,-5%,-1.3%,-0.2%,10%,5%,-1.4%,-20%,
CCN(CC)S(=O)(=O)c1ccc(N2CCOCC2)c(NS(=O)(=O)c2ccc(OC)cc2)c1,17%,0.4%,-2%,-0.1%,-0.1%,19%,10%,-2.3%,-8%,
O=C(O)c1cccc(S(=O)(=O)Nc2cccc(S(=O)(=O)N3CCCCCC3)c2)c1,-18%,3.3%,-1%,0.1%,2.3%,0%,1%,2.2%,-25%,
COC(=O)c1ccccc1NC(=O)Nc1ccc(Cl)cn1,-2%[20 µM],-0.1%,-9%,0.4%,-0.1%,-8%,3%,-0.4%,5%,
CCCNC(=O)CS(=O)Cc1nc(-c2cccc(OC)c2)oc1C (centres undefined),1%,2.8%,-1%,0.0%,-0.1%,-12%,-8%,-10%,0%,
COc1ccccc1NC(=S)NCCc1ccc(OC)c(OC)c1,-22%,1.8%,-1%,-0.5%,-0.1%,-3%,3%,6.8%,-9%,
Cc1cc(CN(C)C(=O)c2ccc(OC3CCN(CCc4ccccc4)CC3)cc2)on1,11%,-0.7%,-7%,-0.7%,-0.1%,2%,-3%,0.2%,-16%,
COc1cccc(Nc2c(F)c(F)c(F)c(F)c2C(=O)O)c1,7%,3.0%,3%,-0.2%,0.1%,19%,1%,-2.7%,-7%,
CCOC(=O)c1nn(-c2ccccc2C)c2nc(-c3ccc(C)cc3)c(C#N)c(=O)n12,2%,-2.1%,2%,-0.2%,-0.2%,8%,8%,4.5%,-22%,
N#CC1=C(N)N(c2ccc(Br)cc2)C2=C(C(=O)CCC2)C1c1cccnc1 (centres undefined),11%,25%,45%,·,-0.4%,-2%,0%,-4.5%,-10%,
O=C(O)c1ccccc1C(=O)c1ccc(N2CCCC2)c([N+](=O)[O-])c1,2%,0.2%,-7%,-0.2%,0.2%,8%,-1%,-0.5%,-47%,
Cc1n[nH]c(=S)n(NC(=O)/C=C/C(=O)Nn2c(=S)[nH]nc(C)c2=O)c1=O,-8%[20 µM],24%,-1%,0.4%,-0.1%,2%,5%,-7.3%,-23%,
CC(C)Cn1cnc2sc3c(c2c1=N)CCCC3,-10%,-1.2%,4%,-0.6%,-0.1%,-2%,-5%,-2.7%,-6%,
COC(=O)/C(N=Nc1c(C)n(C)n(-c2ccccc2)c1=O)=C(\C)O,2%,2.8%,4%,-0.3%,0.2%,-2%,0%,1.6%,-21%,
CCn1c(SCc2cccc(C(=O)O)c2)nnc1-c1ccc(Cl)cc1,-4%[20 µM],2.7%,3%,0.2%,-0.1%,2%,15%,-0.1%,-2%,
Cn1cccc1/C=C1\SC(=Nc2cccc(O)c2)NC1=O,-37%,1.4%,-7%,0.6%,0.4%,-1%,1%,2.5%,-4%,
COc1cc(C(=O)Nc2nnc(CC(=O)N3CCOCC3)s2)cc(OC)c1OC,-1%,0.1%,5%,0.3%,-0.1%,-2%,-1%,1.8%,-15%,
CC1=Nc2cccc3cccc(c23)N1,-31%,-4.2%,0%,-0.4%,-0.1%,-6%,-6%,1.3%,·,
CCOC(=O)c1[nH]c(C)c(C(=O)NC2CCCC2)c1C,-19%,0.7%,-4%,0.0%,0.2%,0%,-4%,1.7%,-4%,
O=C(CCc1c[nH]c2ccccc12)NCc1ccncc1,-33%,-0.1%,-3%,0.3%,-0.3%,-2%,-1%,3.9%,5%,
O=C(CS(=O)(=O)c1ccccc1)Nc1nc2ccccc2s1,-45%[20 µM],2.0%,-4%,-0.1%,-0.1%,-8%,0%,-2.1%,2%,
Cc1ccccc1CS(=O)(=O)CCC(=O)O,12%,1.2%,5%,0.2%,-0.4%,-14%,5%,7.2%,-28%,
CN1CCN(c2nc(-c3ccccc3)ncc2S(C)(=O)=O)CC1,18%,-0.3%,3%,1.3%,-0.1%,11%,9%,-10%,-3%,
